# DT40 TDP1 no CPT = qHTS for Inhibitors of human tyrosyl-DNA phosphodiesterase 1 (TDP1): qHTS in cells in absence of CPT; hit rate 15% among 420,000; DT40 Tdp1-/- hTDP1 cells, no CPT, ATP luminescence, 48 h; Potency, µM (highest dose often 46.2 µM), for the others: at the top dose activity change, negative = growth inhibition, hits mostly inhibitors; also: nearly all actives have a fitted effect of over 55% in size
#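 Luminescent ATP content (CellTiter-Glo) served as the growth readout. Knockout chicken DT40 cells expressing human TDP1 were exposed to compounds without camptothecin for a minimum 48 hr at 37 °C.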
# KAT2A inh = blocks human GCN5L2 histone acetyltransferase; Q92830; AID 504327; Potency, µM (highest dose often 58.9 µM), without a hit: at the highest dose activity change, negative = inhibition, most hits filed as inhibitors; GCN5L2 HAT assay, ThioGlo1 CoA-SH fluorescence; hit rate 0.21% among 390,000
# Target sequence (Q92830 whole entry, looked up): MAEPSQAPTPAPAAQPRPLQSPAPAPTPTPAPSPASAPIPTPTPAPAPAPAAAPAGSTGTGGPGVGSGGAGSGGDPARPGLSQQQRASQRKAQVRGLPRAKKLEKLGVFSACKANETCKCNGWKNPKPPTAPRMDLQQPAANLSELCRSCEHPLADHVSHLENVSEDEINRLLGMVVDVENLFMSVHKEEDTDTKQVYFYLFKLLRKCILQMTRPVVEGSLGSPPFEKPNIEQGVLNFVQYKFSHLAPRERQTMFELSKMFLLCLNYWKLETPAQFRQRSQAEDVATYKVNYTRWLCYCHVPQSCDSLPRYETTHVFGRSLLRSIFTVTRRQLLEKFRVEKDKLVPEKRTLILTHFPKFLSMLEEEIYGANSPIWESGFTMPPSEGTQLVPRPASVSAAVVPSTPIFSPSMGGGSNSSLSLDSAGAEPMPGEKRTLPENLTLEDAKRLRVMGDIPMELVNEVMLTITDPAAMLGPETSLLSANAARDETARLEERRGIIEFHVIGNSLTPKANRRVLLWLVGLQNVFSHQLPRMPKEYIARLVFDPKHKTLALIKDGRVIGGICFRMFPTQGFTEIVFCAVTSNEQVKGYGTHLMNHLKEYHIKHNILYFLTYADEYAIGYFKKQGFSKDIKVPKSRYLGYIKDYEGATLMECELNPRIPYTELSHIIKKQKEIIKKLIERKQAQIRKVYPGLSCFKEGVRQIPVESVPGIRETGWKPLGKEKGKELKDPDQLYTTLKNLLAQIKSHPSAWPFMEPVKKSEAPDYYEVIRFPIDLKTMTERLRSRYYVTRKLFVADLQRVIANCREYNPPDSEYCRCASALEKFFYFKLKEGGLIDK
#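 Compounds, pin-transferred from DMSO stocks, meet 20nM GCN5L2 for 15 min before the reaction begins with H3(1-25) peptide (75uM) and acetyl-CoA (70uM). Thiol-reactive ThioGlo1 reports CoA release over 20 min at room temperature.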
# DT40 TDP1 CPT = DT40-hTDP1 cell growth loss with CPT | chicken DT40 Tdp1-/-;hTDP1 cells + 20 nM CPT, ATP luminescence, 48 h | Potency, µM (doses to about 46.2 µM), without a hit: at the top dose activity change, negative = growth inhibition, hits mostly inhibitors | hit rate 12% among 420,000; also: nearly all actives have a fitted effect of over 55% in size
#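 Chicken DT40 Tdp1-/- cells stably complemented with human TDP1 were seeded at 400 cells/well in medium containing 20 nM camptothecin, exposed to pin-transferred compounds, and grown at 37 °C for at least 48 hr. Viability was read as ATP luminescence.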
# * = called active by the depositor; ? = inconclusive; · = no result given; & = joins results of further samples. Calls follow the shape of the dose curve; as a rule, active = well fitted curve in the direction sought with a large enough effect; inconclusive = small, poorly fitted or top-dose-only effect, or another doubt; inactive = no such curve, though single readings can be large; an effect the other way counts as inactive or inconclusive. % is scaled to controls: 0 for no effect and ±100 for the full control effect; potency is read from the fitted curve at half-maximal effect.
SMILES,DT40 TDP1 no CPT,KAT2A inh,DT40 TDP1 CPT
C=CCn1c(SC)nnc1-c1cccc([N+](=O)[O-])c1,-114%,0%,4%
COc1ccc(-c2nn(C)c3sc(C(=O)N4CCN(c5cc(Cl)ccc5C)CC4)cc23)cc1OC,18µM*,-6%,15µM*
O=c1[nH]c(CSc2nnc(Cc3ccccc3)o2)nc2ccccc12,?,-5%,-19%
O=C(OCC(=O)N1CCCCC1)c1ccccc1SCC(=O)N1CCCCC1,-5%,0%,3%
CN(CCCNC(=O)CN1C(=O)CC(C)(C)S(=O)(=O)c2ccccc21)C1CCCCC1,-2%,0%,-2%
COc1ccc(/C(C)=N/N=C2/NC(=O)CC(C(=O)O)S2)cc1 (centres undefined),?,-23%,?
O=C(NCc1ccc(N2CCCC2=O)cc1)c1cn(CCc2ccccc2)nn1,-24%,-12%,-8%
Cc1cccc(N(CC(=O)NC2CCCC2)C(=O)c2cc3cc4cccc(C)c4nc3s2)c1C,16µM*,-16%,18µM*
CCc1ccc(C(=O)COC(=O)CNC(=O)C2CCCCC2)cc1,-4%&-3%,2%,0%&1%
CC(=O)Nc1c(NC(C)C)c2ccccc2oc1=O,10%,1%,?
O=C(Nc1cc2nn(-c3ccccc3)nc2cc1Cl)c1ccco1,-28%,2%,-22%
OCc1n[nH]c(CO)n1,-11%,-2%,-2%
O=C(CCCN1C(=O)c2cccc3cccc(c23)C1=O)N1CCN(c2ccccc2O)CC1,15µM*,-6%,?
COc1ccc(-c2ccc3c(N)c(C(=O)Nc4ccc(C)cc4C)sc3n2)cc1OC,?,-14%,4.1µM*
COc1cccc(CNc2ncn[nH]2)c1OCc1ccccc1F,9%,-4%,-1%
COc1ccc(C(=O)OCc2c(F)cccc2Cl)cc1S(=O)(=O)N1CCOCC1,-27%,-3%,-12%
CCOC(=O)c1[nH]ncc1CN1CCCC(C(=O)c2ccc(OC)cc2C)C1 (centres undefined),?,-9%,10%
COC(=O)Nc1nnc(Cc2ccc(OC)cc2)s1,-13%,3%,-1%
COc1ccc(NC2=NCCC2)cc1,0%,-2%,13%
COC(=O)c1ccc(NC2c3ncccc3C(=O)N2Cc2cccs2)cc1 (centres undefined),-23%,-5%,1%
CCOc1ccccc1-n1c(COc2ccc(C)cc2)nnc1SCC(N)=O,?,0%,-27%
Cn1nnnc1SCC(=O)c1c(N)n(C)c(=O)n(C)c1=O,3%,-2%,9%
COc1ccc(S(=O)(=O)N2CCN(CC(=O)Nc3sccc3C(N)=O)CC2)cc1OC,23µM*,0%,?
CCN(CC)c1ccc(C(=O)OCc2c(C)noc2C)cc1,?,-15%,13%
Cc1[nH]c(=O)c(C#N)cc1-c1csc(-c2ccccc2)n1,3%,-3%,-14%
CCC(C(=O)NCCCN(CC)Cc1ccccc1)n1nc(C)c2sc3ccccc3c2c1=O (centres undefined),?,-2%,?
CC(C(=O)OCc1nnc(-c2ccccc2)o1)N1C(=O)c2ccccc2C1=O (centres undefined),14%,1%,-1%
COc1cccc(CNC(=O)CCC2CCCN(Cc3ccc4c(c3)CCO4)C2)c1 (centres undefined),-6%,-9%,-4%
CCCCNCc1cc(OCC)c(OCC(N)=O)cc1Br,4%,-3%,-12%
C=CCOc1ccc(Br)cc1/C=C1\NC(=S)N(C(C)=O)C1=O,-12%,-9%,-10%
COc1ccccc1-c1cc(NC(=O)COc2ccccc2Cl)n(-c2ccccc2)n1,-21%,-15%,-24%
CCOc1ccccc1C(=O)NC1CCN(Cc2ccccc2)CC1,-5%,-16%,1%
CCc1ccc(C(=O)CC2(O)C(=O)N(Cc3ccc(C)cc3)c3ccccc32)cc1 (centres undefined),2.6µM*,-7%,4.6µM*
CCCCNC(=O)C1(C)CCN1C(=O)c1cc2ccccc2s1 (centres undefined),?,·,?
CCc1ccc(NC(=O)CSc2nnc(-c3nonc3NC(C)=O)n2-c2ccccc2)cc1,?,-13%,?
COCc1c(C(=O)Nc2ccc3nc(N4CCOCC4)sc3c2)oc2ccccc12,?,2%,15µM*
COc1cc2c(c(OC)c1OC)-c1ccc(NC(=O)c3ccc(F)cc3)c(=O)cc1[C@@H](NC(C)=O)CC2,7.3µM*,-7%,8.2µM*
CCCCCCCCCCCn1nnnc1N,2%,·,2%
COc1ccccc1NC(=O)CSc1nnnn1C1CCCCC1,-16%,-5%,-11%
COCCCNc1nc2nonc2nc1N1CCN(C2CCCC2)CC1,2%,0%,9%
O=C(NCc1cccc(Br)c1)c1cc(-c2ccccc2)nn1CC1CC(c2cccnc2)=NO1 (centres undefined),?,·,?
CCn1c(C(=O)NCc2ccc(OC(C)C)cc2)cc2oc3ccccc3c21,-26%,-5%,-5%
O=[N+]([O-])c1ccc(/C=N/N2CCN(Cc3ccccc3)CC2)cc1,?,-8%,?
COc1cccc(NC(=O)CNC(=O)c2ccc(C)cc2)c1,11%,16%,-1%
COCc1cc(C)nc(SCC(=O)Oc2ccc(Cl)cc2)c1C#N,-17%,-12%,16%
O=c1c2ccccc2c(C=Nc2ccc(O)cc2)c(O)n1-c1nccs1,?,1%,?
Cc1ccc(CNC(=O)CCSCc2ccc(C)cc2)cc1,-16%,-2%,2%
COc1ccc(N2CCN(C(CNC(=O)C3CCCCC3)c3ccco3)CC2)cc1 (centres undefined),?,4%,?
CCn1cc(CNC(=O)c2cc(-c3ccc(C)c(C)c3)nc3ccccc23)c(C)n1,16µM*,-8%,15µM*
CC(OC(=O)c1cccnc1Cl)C(=O)Nc1ccc2c(c1)OCO2 (centres undefined),21µM*,-7%,?
CC1=CC(C)(C)Nc2cc(C)c(C)cc21,-12%,0%,-25%
Cc1nn(C(C)(C)C)c(OC(=O)c2c(F)cccc2F)c1Sc1ccccc1,?,-5%,?
Cc1cccc(OCC(=O)Nc2ccccc2N2CCCC2)c1C,?,-7%,?
COc1ccc(CCNC(=O)CS(=O)Cc2nc(-c3ccc(C)cc3)oc2C)c(OC)c1 (centres undefined),?,1%,?
S=c1[nH]nc(Cc2n[nH]c(=S)n2-c2ccccc2)n1-c1ccccc1,-12%,-1%,-9%
CC(C)CNC(=O)Cn1nc(C(F)(F)F)c2c1CCCC2,-13%,20%,-13%
Cn1c(=O)c2c(nc(NCc3ccco3)n2CCc2ccccc2)n(C)c1=O,6.5µM*,-3%,7.3µM*
Cc1cc(C)cc(NC(=S)N(C)C)c1,-2%,-2%,3%
CC1CCN(C(=O)c2cc3c(ccc4ccccc43)o2)CC1,0%,-8%,-2%
CN(C)C(=O)COC(=O)/C=C/c1cn(-c2ccccc2)nc1-c1cccs1,?,-14%,-21%

# The list goes on:
SMILES,DT40 TDP1 no CPT,KAT2A inh,DT40 TDP1 CPT
Cc1cccc(C(=O)Nc2nnc(SCc3cc(=O)n4cccc(C)c4n3)s2)c1,2%,2%,6%
Cc1ccc(NC(=O)Cn2cnc3cc([N+](=O)[O-])ccc3c2=O)c(Cl)c1,-6%,-3%,-26%
Cc1nc(SCC(=O)Nc2ccc(F)cc2)c2oc3ccccc3c2n1,-6%,-5%,-6%
C=CCOc1cccc(C2C(C(=O)c3ccc(C)o3)=C(O)C(=O)N2CCN(C)C)c1 (centres undefined),1%,1%,-11%
Cc1cc(OCc2cc(C(=O)NC(C)c3c(C)nn(C)c3C)no2)cc(C)c1Cl (centres undefined),?,1%,?
Oc1ccc(Cl)cc1CNCC1CCCCC1,?,-3%,15µM*
CCCC(=O)Nc1nn(CCC)c2nc3ccccc3cc12,-12%,-11%,?
CC1(C(=O)Nc2ccccc2Br)CCN1C(=O)Cc1ccc(Cl)cc1Cl (centres undefined),16µM*,·,23µM*
O=C(OCn1ncc(Cl)c(Cl)c1=O)c1ccccc1Cl,4.6µM*,-2%,2.3µM*
O=C(O)c1ccc(N/N=C/c2ccc3c(c2)OCO3)cc1,?,-20%,?
CCOC(=O)c1sc(NC(=O)COC(=O)Cn2cnc3ccccc32)c(C(=O)OCC)c1C,-10%,-3%,-3%
Cc1cccc(N2CCN(C(=O)CCNS(=O)(=O)c3ccc4c(c3)CCC(=O)N4)CC2)c1C,?,-5%,?

# Continued (2 carried over from the part before).
SMILES,DT40 TDP1 no CPT,KAT2A inh,DT40 TDP1 CPT
CCOC(=O)c1sc(NC(=O)COC(=O)Cn2cnc3ccccc32)c(C(=O)OCC)c1C,-10%,-3%,-3%
Cc1cccc(N2CCN(C(=O)CCNS(=O)(=O)c3ccc4c(c3)CCC(=O)N4)CC2)c1C,?,-5%,?
Cc1cccc(N2CCN(C(=O)Cc3c(C(=O)O)c(C)cn3C)CC2C)c1 (centres undefined),7%,-7%,-1%
O=C(CCCN1C(=O)c2cccnc2C1=O)Nc1ccccc1F,0%,-3%,3%
CN1CCN(c2nc3c(c(=O)[nH]c(=O)n3C)n2CCSc2nnnn2-c2ccccc2)CC1,-21%,4%,-16%
COc1ccccc1N1CCN(CC(=O)Nc2ccccc2C(=O)NCCc2ccccc2)CC1,16µM*,-13%,15µM*
Cc1nc2ccccc2n1CC(=O)N1CC(=O)Nc2ccccc21,-4%,-11%,-16%
COc1ccc(NC(=O)c2cccc(NC(=O)C3C4CC5OC(=O)C3C5C4)c2)c(OC)c1 (centres undefined),-4%,-21%,-18%
CCCCC(=O)Nc1nc(C)c(-c2csc(Nc3cc(Cl)ccc3OC)n2)s1,?,1%,?
Cc1noc(C)c1-c1cncnc1N(C)Cc1ccco1,-8%,-4%,-4%
CCCCN(C(=O)c1ccc2c(c1)OCO2)c1c(N)n(CC(C)C)c(=O)[nH]c1=O,5%,-3%,-9%
Cc1cccc(NC(=O)COC(=O)CCc2c[nH]c3ccccc23)c1C,?,-5%,?
COc1ccc(C(=O)N(C)Cc2ccccc2F)cc1S(=O)(=O)N1CCCC1,16%,-4%,-7%
O=C(NCc1ccncc1)[C@@H]1CCCN1C(=O)[C@H]1CCCN1C(=O)c1ccccc1,-27%,·,-7%
Cc1[nH]nc2c1C(c1ccccn1)N(c1ccc(Br)cc1)C2=O (centres undefined),-4%,0%,-22%
O=C(CN1CCCCCCC1)Nc1cc(Cl)cc(Cl)c1,?,-11%,?
COc1ccc(C(=O)N(Cc2ccco2)Cc2ccccc2F)cc1Cl,16µM*,-7%,21µM*
Cc1cc(C)c2c(CN3CCN(C/C=C/c4ccccc4)CC3)cc(=O)oc2c1,?,-5%,29µM*
Cc1ccc(NC(=O)Cc2ccc(Cl)cc2)nc1,8%,·,10%
c1cnc(N2CCN(c3ccc4ccccc4n3)CC2)nc1,18µM*,-4%,?
Cc1cccc(-c2noc(CN(C(=O)c3c(-c4ccccc4Cl)noc3C)C(C)C)n2)c1,18µM*,-15%,21µM*
COc1ccc2c(c1)Cc1sc(NC(=O)c3cccc(Br)c3)nc1-2,?,-8%,?
CCN(CCCNC(=O)Cn1ncc2c([nH]c3ccc(C)cc32)c1=O)c1cccc(C)c1,0%&-12%,-4%&12%,-5%&0%
CCOC(=O)C(CCc1ccccc1)NC(C)C(=O)N1C(C(=O)O)CC2CCCC21 (centres undefined),0%,-2%,-7%
Cc1cc(NCCOCCO)n2ncc(-c3ccc(Cl)cc3)c2n1,-25%,-21%,2%
Cc1ncoc1C(=O)N1CCCC(C(=O)c2cccc(C(F)(F)F)c2)C1 (centres undefined),-3%,0%,-7%

# Another view of some results above:
COc1ccc2c(c1)Cc1sc(NC(=O)c3cccc(Br)c3)nc1-2
  DT40 TDP1 no CPT: ?
  KAT2A inh: -8%
  DT40 TDP1 CPT: ?
CCN(CCCNC(=O)Cn1ncc2c([nH]c3ccc(C)cc32)c1=O)c1cccc(C)c1
  DT40 TDP1 no CPT: 0%&-12%
  KAT2A inh: -4%&12%
  DT40 TDP1 CPT: -5%&0%
CCOC(=O)C(CCc1ccccc1)NC(C)C(=O)N1C(C(=O)O)CC2CCCC21 (centres undefined)
  DT40 TDP1 no CPT: 0%
  KAT2A inh: -2%
  DT40 TDP1 CPT: -7%
Cc1cc(NCCOCCO)n2ncc(-c3ccc(Cl)cc3)c2n1
  DT40 TDP1 no CPT: -25%
  KAT2A inh: -21%
  DT40 TDP1 CPT: 2%

# Next part:
SMILES,DT40 TDP1 no CPT,KAT2A inh,DT40 TDP1 CPT
Cc1c(Cl)cccc1NS(=O)(=O)c1ccc(NS(=O)(=O)c2ccc3c(c2)OCCO3)cc1,-22%,-2%,6%
COc1ccccc1Cc1c(C(C)(C)C)nc2cc(C)c(Br)c(C)n12,16µM*,·,26µM*
O=C(CN1CCCCC1)Nc1ccccc1NC(=O)CN1CCCCC1,-7%,-16%,0%
CC1=C(C(=O)Nc2ccccc2)C(c2cccnc2)n2nc(SCc3ccccc3F)nc2N1 (centres undefined),-8%,-6%,-15%
CCOC(=O)N1CCC(N2CCCC(CO)(Cc3ccccc3C)C2)CC1 (centres undefined),?,2%,-17%
C=C1c2ccccc2O[C@H](C(=O)OCC)[C@@H]1C1CCCCC1,?,-5%,?

# An excerpt; rates above refer to the full screens.
